Assay outcomes (PubChem BioAssay)
HT1080 IDH1KD tx = toxicity to HT-1080 IDH1 knockdown cells (counter line); HT-1080 IDH1 knockdown viability, ATP luminescence, 48 h; AID 686971; Potency, µM (series often up to 46.1 µM), for inactives: top-dose activity, negative = toxicity, actives largely listed as cytotoxic; 360,000 compounds, 2% hits;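 note: potency is the fitted concentration of half-maximal effect; 0% = DMSO wells and -100% = cell-free medium wells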
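Luminescent ATP read-out (CellTiter-Glo, 10 min at room temperature) after 48 h compound exposure at 37 °C gave viability of IDH1-knockdown HT-1080 cells. Activity was normalised to DMSO and cell-free wells, then fitted as concentration-response curves.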
MCF10A rereplic = inducers of DNA re-replication in MCF 10A breast cells; 350,000 compounds, 2.9% hits; AID 624296; Potency, µM (series often up to 46.1 µM), for the others: at the highest dose activity, positive = re-replication, usual class: activators; MCF 10A DNA re-replication, Hoechst nuclear intensity, 48 h; note: potency is the fitted concentration of half-maximal effect; % of control where 0% means no effect; nearly all actives have a fitted effect of over 50% in size
ATXN2 expr inh = reduces ATXN2 reporter expression in HEK-293 cells. 360,000 compounds, 0.72% hits. Potency, µM (titrated, usually from 57 µM), for the others: at the top dose activity change, negative = inhibition, most hits filed as inhibitors. HEK-293 ATXN2-luciferase reporter, luminescence, 24 h; note: potency is the fitted concentration of half-maximal effect; % is set by controls: 0 for no effect and ±100 for the full control effect; nearly all actives have a fitted effect of over 55% in size
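ATXN2-luciferase reporter cells (luciferase flanked by upstream and downstream ATXN2 gene portions) were treated 24 h at 37 °C with compounds at up to 57 uM. SteadyGlo luminescence gave expression; GF-AFC fluorescence gave viability.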
SW480 rereplic = induces DNA re-replication in SW480 colon adenocarcinoma cells | AID 624297 | Potency, µM (titrated, usually from 46.1 µM), inactives show top-dose re-replication activation, most hits filed as activators | 340,000 compounds, 1.8% hits | SW480 DNA re-replication, Hoechst DNA content imaging, 48 h; note: potency is the fitted concentration of half-maximal effect; % of control where 0% means no effect; nearly all actives have a fitted effect of over 55% in size
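Cells (250 per well) received 23 nL compound or DMSO by pin tool and were kept 48 hr at 37 C, 5% CO2. Nuclei were then stained with Hoechst for 40 min and scanned for DNA content.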
HT1080-NT tox = kills 2HG-producing HT-1080-NT fibrosarcoma cells; 360,000 compounds, 1.6% hits; HT-1080-NT fibrosarcoma viability, CellTiter-Glo ATP luminescence, 48 h; Potency, µM (doses to about 46.1 µM), inactives show at the top dose activity, negative = less viability, actives largely listed as cytotoxic;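 note: NT is the 2HG producing partner of a matched IDH1 knockdown line; potency is the fitted concentration of half-maximal effect; 0% = DMSO-treated cells and -100% = media-only wells without cells; nearly all actives have a fitted effect of over 55% in size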
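HT-1080-NT; 750 cells/well; 5% FBS RPMI; 48 h compound, 37 degrees C; CellTiter-Glo luminescence; curve fitting and curve-class assignment.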
KB-3-1 cytotox = kills parental KB-3-1 adenocarcinoma cells | Potency, µM (highest dose often 46.1 µM), inactives show at the highest dose activity change, negative = cytotoxic, usual class: cytotoxic | 400,000 compounds, 1.4% hits | KB-3-1 viability, CellTiter-Glo ATP luminescence, 72 h; note: potency is the fitted concentration of half-maximal effect; % is set by controls: 0 for no effect and ±100 for the full control effect; nearly all actives have a fitted effect of over 60% in size
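Cytotoxicity measured as CellTiter-Glo luminescence after 72 h at 37 C. Compound titrations were pinned onto drug-naive KB-3-1 parental adenocarcinoma cells grown in DMEM with 10% FBS, and normalized data fitted to concentration-response curves.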
WRN inhibitor = inhibitors of human WRN helicase; 360,000 compounds, 0.46% hits; Q14191; WRN helicase unwinding, fluorescent forked duplex, kinetic; Potency, µM (titrated, usually from 114 µM), for inactives: top-dose activity change, negative = inhibition, hits mostly inhibitors; AID 651768; note: potency is the fitted concentration of half-maximal effect; % is set by controls: 0 for no effect and ±100 for the full control effect; nearly all actives have a fitted effect of over 55% in size
Target sequence (Q14191 whole entry, looked up): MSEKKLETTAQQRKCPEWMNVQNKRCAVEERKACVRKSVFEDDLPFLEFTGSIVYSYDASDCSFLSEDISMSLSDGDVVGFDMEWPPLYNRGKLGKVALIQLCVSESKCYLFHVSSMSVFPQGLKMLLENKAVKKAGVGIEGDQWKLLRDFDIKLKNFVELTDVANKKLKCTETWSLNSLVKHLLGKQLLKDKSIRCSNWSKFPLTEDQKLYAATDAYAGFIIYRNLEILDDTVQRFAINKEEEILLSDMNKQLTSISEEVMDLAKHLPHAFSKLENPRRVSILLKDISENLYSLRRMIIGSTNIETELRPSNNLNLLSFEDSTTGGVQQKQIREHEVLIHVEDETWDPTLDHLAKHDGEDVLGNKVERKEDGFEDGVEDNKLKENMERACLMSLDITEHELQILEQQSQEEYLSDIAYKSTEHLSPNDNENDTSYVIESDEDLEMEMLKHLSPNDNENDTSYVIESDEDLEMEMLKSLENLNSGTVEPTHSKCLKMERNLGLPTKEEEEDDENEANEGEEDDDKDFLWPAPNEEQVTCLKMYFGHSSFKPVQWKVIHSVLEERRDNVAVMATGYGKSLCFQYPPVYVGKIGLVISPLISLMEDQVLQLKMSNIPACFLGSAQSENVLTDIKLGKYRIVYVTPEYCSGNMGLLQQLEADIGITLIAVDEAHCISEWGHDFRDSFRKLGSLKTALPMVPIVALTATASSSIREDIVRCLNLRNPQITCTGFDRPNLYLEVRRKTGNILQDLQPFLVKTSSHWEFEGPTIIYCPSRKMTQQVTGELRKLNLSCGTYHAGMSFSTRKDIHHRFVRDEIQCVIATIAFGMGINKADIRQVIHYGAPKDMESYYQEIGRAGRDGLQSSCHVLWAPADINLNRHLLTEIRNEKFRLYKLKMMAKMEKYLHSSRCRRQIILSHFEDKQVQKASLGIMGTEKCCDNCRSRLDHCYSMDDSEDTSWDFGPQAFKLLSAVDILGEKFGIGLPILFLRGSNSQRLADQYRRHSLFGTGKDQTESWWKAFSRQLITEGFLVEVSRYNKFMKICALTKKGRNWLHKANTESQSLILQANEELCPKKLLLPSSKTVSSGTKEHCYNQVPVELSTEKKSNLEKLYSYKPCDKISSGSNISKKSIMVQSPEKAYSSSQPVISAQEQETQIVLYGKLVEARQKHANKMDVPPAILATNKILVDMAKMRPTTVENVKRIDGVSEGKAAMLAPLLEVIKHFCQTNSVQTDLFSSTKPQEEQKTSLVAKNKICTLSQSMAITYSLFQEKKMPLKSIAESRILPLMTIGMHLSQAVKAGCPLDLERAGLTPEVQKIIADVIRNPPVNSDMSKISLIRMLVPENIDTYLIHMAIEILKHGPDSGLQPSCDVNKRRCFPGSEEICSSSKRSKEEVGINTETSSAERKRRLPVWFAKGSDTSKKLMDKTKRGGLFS
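WRN at 20 nM final preincubated with compound 15 min at room temperature; reaction started with 100 nM fluorophore/quencher forked duplex oligonucleotide and 2 mM ATP final. Unwinding followed kinetically by red fluorescence (ex 525, em 598 nm).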
IL-1B inflam inh = inflammasome signaling inhibition, IL-1 beta readout. AID 743279. 360,000 compounds, 4.7% hits. activity change, % at 57.5 µM. THP-1 LPS/ATP IL-1B secretion, AlphaLISA, 16 h; active compounds read low; in the data active = activity change below about -50%; inconclusive = mostly about -30% to -49%; note: % is set by controls: 0 for no effect and ±100 for the full control effect
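THP-1 cells pretreated 1 hr with compounds (up to 57.5 uM final), then stimulated with LPS (250 ng/mL final) plus ATP (1.25 mM final); secreted IL-1B measured by AlphaLISA after 16 hr, decreased signal indicating inhibition.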
KB-V1 MDR tox = KB-V1 MDR subline cytotoxicity. KB-V1 MDR cells viability, CellTiter-Glo, 72 h. Potency, µM (top dose mostly 46.1 µM), for inactives: at the highest dose activity change, negative = cytotoxicity, most hits filed as cytotoxic. 400,000 compounds, 3.4% hits; note: potency is the fitted concentration of half-maximal effect; % is set by controls: 0 for no effect and ±100 for the full control effect; nearly all actives have a fitted effect of over 60% in size
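Cytotoxicity via CellTiter-Glo luminescence after 72 h compound exposure at 37 degrees C. Cells: drug-selected KB-V1 line, DMEM phenol-red free plus 10% FBS. Compounds tested at multiple concentrations; normalized data fitted to concentration-effect curves.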
An asterisk follows results filed as active; ? = inconclusive; nt = not tested or not shown; [ ] = another dose, or the depositor's remark. Unless noted, calls come from the whole dose curve; as a rule, active = well fitted curve in the direction sought with a large enough effect; inconclusive = small, poorly fitted or top-dose-only effect, or another doubt; inactive = no such curve, though single readings can be large; an effect the other way counts as inactive or inconclusive.

cpd	Structure	HT1080 IDH1KD tx	MCF10A rereplic	ATXN2 expr inh	SW480 rereplic	HT1080-NT tox
1	CCn1c(-c2ccccc2Cl)nn(CC(=O)NCCc2ccccc2)c1=S	9%	?	1%	-57%[inhibitor]	14%
2	O=C(Nc1ccc(F)cc1)N1CCn2c(nc3ccccc32)C1	0%	-4%	1%	-4%	0%
3	CCc1ccccc1Nc1ccc(C(=O)O)cc1N	10%	-2%	35%	-8%	10%
4	O=C(CSc1n[nH]c(-c2ccco2)n1)Nc1ccccc1	-9%	1%	-4%	-3%	-8%
5	O=c1c2ccccc2cnn1Cc1n[nH]c(=S)n1-c1ccccc1	4%	0%	8%	nt	16%
6	COc1ccc(C2/C(=C(/O)c3ccc4c(c3)CC(C)O4)C(=O)C(=O)N2CCN2CCOCC2)cc1 (stereo unspecified)	2%	-4%	-6%	2%	0%
7	CCOc1ccc(N2CC(C(=O)N/N=C/c3sccc3C)CC2=O)cc1 (stereo unspecified)	8%	0%	nt	-6%	11%
8	Cc1ccc(/C=N/n2c(C3CCCCC3)n[nH]c2=S)cc1	-3%	24%	-20%	-3%	-25%
9	NC1=C(c2ccc(F)cc2)C(=O)CS1	18%	-3%	-5%	-10%	15%
10	Cc1cc(C)cc(-n2c(C)cc(/C=N/NC(=O)CSc3ncccn3)c2C)c1	?	18µM*	-36%	?	?
11	COc1ccc(-n2c(=O)[nH]cc(C(=O)Nc3ccc(NC(C)=O)cc3)c2=O)cc1	?	-4%	6%	-10%	2%
12	CCO/C=C/C(O)(CNC(=O)COc1ccccc1F)C(F)(F)F (stereo unspecified)	-1%	-1%	8%	-9%	1%
13	Cc1ccc2c(Cl)cc(Cl)c(OCC(=O)N3CCCC3)c2n1	20%	0%	-14%	-6%	25%
14	COc1ccc(CCNC(=O)C2CC(=O)N(C3CCCCCCC3)C2)cc1OC (stereo unspecified)	-5%	-5%	-11%	1%	8%
15	O=C(CCNC(=O)c1ccc([N+](=O)[O-])cc1)Nc1ccc(Cl)c(S(=O)(=O)N2CCOCC2)c1	0%	-9%	nt	-4%	0%

cpd	KB-3-1 cytotox	WRN inhibitor	IL-1B inflam inh	KB-V1 MDR tox
1	1%	2%	-8	?
2	-17%	1%	-3	1%
3	-11%	-8%	19	0%
4	-1%	-4%	11	19%
5	-12%	-17%	-2	-15%
6	-1%	3%	-2	2%
7	-10%	-9%	?	-3%
8	-1%	-1%	-15	4%
9	1%	3%	45	19%
10	?	-8%	1	?
11	5%	-13%	21	11%
12	-1%	6%	-3	14%
13	4%	0%	24	1%
14	6%	-1%	-11	?
15	-14%	0%	-23	?

Additional results.
cpd	Structure	HT1080 IDH1KD tx	MCF10A rereplic	ATXN2 expr inh	SW480 rereplic	HT1080-NT tox
16	CCCCN(C)C(=O)c1ccc(CS(=O)(=O)c2ccccc2C)o1	3%	-2%	-5%	3%	0%
17	Cc1ccc(C(=O)NNC(=O)C2CC2)cc1Br	17%	0%	-5%	-6%	?
18	CCN1C(=O)C(=O)c2cc(C)ccc21	-1%	?	0%	?	-4%
19	Fc1ccccc1CSc1ccc(-c2ccco2)nn1	12%	1%	nt	-4%	-3%
20	Cc1cc(C)c(C)c(OCCOCCN2CCN(C)CC2)c1	10%	21µM*	0%	0%	-8%
21	Cc1nc2nc(SCC(=O)C(C)(C)C)[nH]c2cc1Br	9%[9.24 µM]	3%	7%	-7%	-2%
22	Cc1cccc(C)c1NC(=S)N/N=C/c1ccccc1C(=O)O	12%	?	14%	-5%	7%
23	CCn1c(/C=C/N(C)c2ccccc2)[n+](CC)c2ccc(Cl)cc21	-23%	27%	?	3%	7.1µM*
24	CCOc1ccc(N(CC(=O)NCc2ccc(F)cc2)C(=O)CCC(=O)Nc2nccs2)cc1	-2%	?	-5%	8%	0%
25	COc1ccc(CCNC(=O)c2cccc(S(=O)(=O)N3CCc4ccccc4C3)c2)cc1	-16%	?	?	-2%	0%
26	CN1CCN(c2ccc(Cl)cc2NC(=O)c2cc(=O)[nH]c3ccccc23)CC1	0%	0%	-36%	11%	-27%
27	COc1cccc(F)c1C(=O)NC(=O)Nc1ccc2nc(C)oc2c1	14%	3%	-15%	-9%	22%
28	Cn1nccc1NC(=O)CSCC(=O)O	9%	8.2µM*	-27%	-54%[inhibitor]	19%
29	COCCNC(=O)CS(=O)Cc1nc(-c2ccccc2C)oc1C (stereo unspecified)	18%	-3%	-7%	-1%	8%
30	CC(C)OC(=O)c1c(NC(=O)c2cnn3c2NC(c2ccccc2)CC3C(F)(F)F)sc2c1CCCC2 (stereo unspecified)	13%	12%	9%	-5%	7%

cpd	KB-3-1 cytotox	WRN inhibitor	IL-1B inflam inh	KB-V1 MDR tox
16	15%	5%	-5	0%
17	1%	-3%	-1	14%
18	?	-3%	74	15%
19	-5%	-7%	-6	?
20	11%	-26%	21	-1%
21	-2%	-3%	14	?
22	1%	2%	1	8%
23	5.2µM*	5%	-98*	-5%
24	0%	-7%	-19	7%
25	-11%	3%	?	-30%
26	3%	-6%	-18	25%
27	6%	8%	-14	4%
28	-1%	-7%	nt	5%
29	10%	2%	9	1%
30	-2%	3%	1	17%

Complete entries, looked up by structure. Values in the order: HT1080 IDH1KD tx | MCF10A rereplic | ATXN2 expr inh | SW480 rereplic | HT1080-NT tox | KB-3-1 cytotox | WRN inhibitor | IL-1B inflam inh | KB-V1 MDR tox
Shown for CCn1c(/C=C/N(C)c2ccccc2)[n+](CC)c2ccc(Cl)cc21 = -23% | 27% | ? | 3% | 7.1µM* | 5.2µM* | 5% | -98* | -5%
Shown for CCN1C(=O)C(=O)c2cc(C)ccc21 = -1% | ? | 0% | ? | -4% | ? | -3% | 74 | 15%

Continuation.
cpd	Structure	HT1080 IDH1KD tx	MCF10A rereplic	ATXN2 expr inh	SW480 rereplic	HT1080-NT tox
31	COc1ccccc1N1CCN(C(=O)Cn2nnc(-c3ccncc3)n2)CC1	1%	7%	4%	-3%	-2%
32	C=C(C)COc1ccc(-c2ncnc(C(F)(F)F)c2-c2ccccc2)c(O)c1	?	8%	-9%	-3%	?
33	CC(=O)Nc1ccc(N(C)C)cc1[N+](=O)[O-]	2%	9%	1%	-5%	-3%
34	CC(c1nnc(SCC(=O)Nc2cc([N+](=O)[O-])ccc2F)n1Cc1ccccc1)N(C)C (stereo unspecified)	-6%	11%	-12%	-2%	8%
35	COC(=O)c1c(NC(=O)/C=C/C(=O)O)sc(C)c1-c1ccc(C)c(C)c1	?	16µM*	?	?	?
36	Cc1ccccc1CNC(=O)C1CCC(=O)N(C2CC2)C1 (stereo unspecified)	10%	12%	6%	0%	19%
37	CCc1ccc(NC(=O)/C(C#N)=C\c2ccc(OC)c(C(=O)O)c2)cc1	10%	?	-27%	-20%	10%
38	S=C1NCN(Cc2cccnc2)CN1c1cccc(Cl)c1	3%	-3%	nt	-15%	-2%
39	CS(=O)(=O)c1ccc(Cl)c(NC(=O)COC(=O)CNC(=O)c2sc3ccccc3c2Cl)c1	14%	-30%	-4%	?	17%
40	COc1ccc(CCNc2nc(-c3ccccn3)cs2)cc1OC	3%	8%	nt	20%	?
41	S=C(Nc1ccc2nsnc2c1)N1CCCC1	5%	-10%	-8%[11.3 µM]	-10%	14%
42	CN(C(=O)c1ccc(S(=O)(=O)N2CCOCC2)cc1)C1CCS(=O)(=O)C1 (stereo unspecified)	16%	-6%	0%	?	25%
43	CC(=O)N1CC(=O)N(Cc2ccccc2)/C(=C/c2ccccc2)C1=O	-8%	-10%	-7%	1%	1%
44	COc1ccc(NC(=O)c2c(N)cnn2C)cc1	-3%	-12%	17%	-7%	-1%

cpd	KB-3-1 cytotox	WRN inhibitor	IL-1B inflam inh	KB-V1 MDR tox
31	1%	-7%	19	?
32	-2%	-1%	1	-2%
33	1%	-11%	-2	0%
34	?	7%	-1	-8%
35	?	-28%[57.1 µM]	-95*	-3%
36	15%	5%	7	0%
37	0%	-24%	27	1%
38	6%	-6%	30	4%
39	10%	-12%	51	23%
40	2%	-6%	8	-1%
41	14%	-25%	13	22%
42	15%	-19%	-2	?
43	?	0%	0	12%
44	-8%	10%	-8	-5%

4 entries out of the list above, sorted by their value in WRN inhibitor, ascending.
item	smiles	SW480 rereplic	WRN inhibitor	IL-1B inflam inh
41	S=C(Nc1ccc2nsnc2c1)N1CCCC1	-10%	-25%	13
39	CS(=O)(=O)c1ccc(Cl)c(NC(=O)COC(=O)CNC(=O)c2sc3ccccc3c2Cl)c1	?	-12%	51
18	CCN1C(=O)C(=O)c2cc(C)ccc21	?	-3%	74
22	Cc1cccc(C)c1NC(=S)N/N=C/c1ccccc1C(=O)O	-5%	2%	1

Rows are unselected; about 12% have a hit in one of these screens.
